# TLR4 MyD88 comp: TLR4-MyD88 interaction inhibition in cells; inhibition, % at 8.4 µM; O00206+Q99836; actives 0.18% (n = 200,000); HeLa CL3-4 TLR4/MyD88 BLA complementation, FRET ratio; in the data active = inhibition above about 25%;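 note: 0% = vehicle and 100% = reference inhibitor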
# Target sequence (O00206 whole entry, looked up): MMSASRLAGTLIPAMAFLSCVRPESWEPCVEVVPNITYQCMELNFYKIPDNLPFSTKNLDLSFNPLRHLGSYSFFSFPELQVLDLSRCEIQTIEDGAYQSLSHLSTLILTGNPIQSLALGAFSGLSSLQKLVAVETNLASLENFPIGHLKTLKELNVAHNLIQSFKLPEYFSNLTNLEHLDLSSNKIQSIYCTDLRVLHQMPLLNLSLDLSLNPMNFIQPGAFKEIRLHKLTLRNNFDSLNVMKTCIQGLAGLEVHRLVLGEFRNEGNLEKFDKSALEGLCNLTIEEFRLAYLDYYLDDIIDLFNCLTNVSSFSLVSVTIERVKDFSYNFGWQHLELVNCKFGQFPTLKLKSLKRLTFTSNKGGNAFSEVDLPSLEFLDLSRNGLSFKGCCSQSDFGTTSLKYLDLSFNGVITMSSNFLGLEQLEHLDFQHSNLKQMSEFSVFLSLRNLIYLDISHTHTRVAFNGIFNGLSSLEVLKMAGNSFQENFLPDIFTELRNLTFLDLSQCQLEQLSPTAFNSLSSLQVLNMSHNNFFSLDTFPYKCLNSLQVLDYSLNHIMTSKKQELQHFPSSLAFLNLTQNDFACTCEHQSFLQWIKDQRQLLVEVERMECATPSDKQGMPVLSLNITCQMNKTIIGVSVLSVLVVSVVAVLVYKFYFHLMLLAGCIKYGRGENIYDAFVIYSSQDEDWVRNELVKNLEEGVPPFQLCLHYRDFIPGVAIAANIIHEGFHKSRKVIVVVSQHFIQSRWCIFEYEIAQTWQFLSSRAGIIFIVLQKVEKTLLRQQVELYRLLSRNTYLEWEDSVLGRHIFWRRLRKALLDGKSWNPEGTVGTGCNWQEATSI
# Target sequence (Q99836 whole entry, looked up): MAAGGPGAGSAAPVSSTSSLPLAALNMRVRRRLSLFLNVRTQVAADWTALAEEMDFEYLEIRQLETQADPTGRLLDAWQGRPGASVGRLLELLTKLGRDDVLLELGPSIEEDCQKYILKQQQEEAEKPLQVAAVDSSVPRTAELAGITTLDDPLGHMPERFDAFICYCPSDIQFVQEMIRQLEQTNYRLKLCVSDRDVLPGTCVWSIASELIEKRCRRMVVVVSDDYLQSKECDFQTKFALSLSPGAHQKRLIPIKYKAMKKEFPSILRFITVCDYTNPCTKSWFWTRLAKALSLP
# Hsp70 activator: Hsp70 transcriptional activation, primary screen. HeLa Hsp70 promoter luciferase reporter, luminescence; scaled: vehicle 0, proteasome-inhibitor control 100%. activation, % at 10 µM. actives 0.04% (n = 200,000). AID 1203;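 active = activation above the mean across all tested compounds plus 3 SD, cutoff set per campaign, cut at about 5.5% in these data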;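 note: 100% = MG132 at 30 µM as the positive control and 0% = DMSO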
# STAT3 inh: inhibitors of IL-6 induced STAT3 signaling | U3A cells, IL-6 STAT3-luciferase reporter, luminescence; host cell line lacks STAT1 | inhibition, % at 5.5 µM | actives 0.89% (n = 190,000) | AID 862;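 active = inhibition above the mean inhibition across all screened compounds plus 3 SD, cut at about 44% in these data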;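 note: 0% = DMSO only wells and 100% = 100 µM nifuroxazide control wells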
# G6PDH CS: inhibits Leuconostoc G6PDH, flagging false hits in G6PDH-based assays. Purified L. mesenteroides G6PDH, diaphorase/resazurin coupled fluorescence, 45 min. inhibition, % at 5 µM. actives 0.12% (n = 200,000). AID 1020; in the data active = inhibition above about 50%
# Diaphorase act: activates diaphorase or chemically reduces, flagging diaphorase assay artifacts; Diaphorase/resazurin coupled assay, resorufin fluorescence, 16 min; active compounds read high; 1 = vehicle wells, 0 = NADH-free wells; activation factor at 20 µM; actives 0.005% (n = 190,000); AID 1229;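 active = diaphorase activity raised at least twofold by the compound at 20 µM; inactive = activation factor below 2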
#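 Assay system: bacterial diaphorase enzyme (C. kluyveri) / Input: enzyme 0.07 U/mL final / Medium: 50 mM HEPES pH 7.4 with 4.542 mM MgCl2, 0.005% Tween 20 / Doses: single compound dose of 20 µM, 1% DMSO final / Incubation: 16 min enzyme reaction, ambient temperature / Signal: fluorescence, excitation 544 nm and emission 590 nm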
# APP 5UTR inh: APP translation inhibition; actives 0.82% (n = 190,000); inhibition, % at 2 µM; SH-SY5Y APP 5'UTR-luciferase reporter, luminescence; AID 1285;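 active = inhibition above a set limit, derived from the sample mean plus 3 SD, cut at about 45% in these data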; note: values of inactives mirror those of a sister screen read the other way
# Diaph inh CS: counter-screen for diaphorase-based assays: diaphorase inhibitors and chemical oxidizers; diaphorase resazurin-to-resorufin fluorescence, NADH, 16 min; bacterial (C. kluyveri) enzyme, not human; inhibition, % at 20 µM; actives 0.69% (n = 190,000); AID 1217;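 active = primary screen inhibition at 20 µM above a set limit, cut at about 50% in these data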;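 note: plate controls were DMSO with full reaction for no effect and wells lacking NADH for full effect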
#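 System: Diaphorase enzyme from Clostridium kluyveri | Amount: Enzyme working solution with 0.14 U/mL diaphorase | Benchmarks: No-NADH positive control and DMSO neutral control | Signal: Fluorescence of resorufin formed from resazurin, Ex 544/Em 590 nm | Schedule: 16-min room-temperature incubation before reading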
# STAT1 activator: STAT1 signaling activation. NIH 3T3 STAT1-luciferase reporter, IFN-gamma, luminescence; 100% = IFN-gamma alone, no compound. activation (% of control), % at 5.5 µM. actives 2.6% (n = 200,000). AID 932;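 active = activation above the screen-wide mean activation plus 3 SD, cut at about 130% in these data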;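 note: raw ratio to IFN-gamma control signal so 100% means no change and 0% no light; values of inactives mirror those of a sister screen read the other way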
# STAT3 act: increases IL-6 driven STAT3 reporter signal | U3A cells, IL-6 STAT3-luciferase reporter, luminescence; 100% = signal with IL-6 EC80 alone | activation (% of control), % at 5.6 µM | actives 0.91% (n = 190,000);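 active = activation above the screen-wide mean of compound activation plus 3 SD, cut at about 130% in these data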;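 note: 0% = background luminescence of wells with medium and substrate only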
#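 Test system: STAT3-luciferase reporter U3A cells; Detection: reporter luminescence signal; Times: 1 h compound pre-exposure, 6 h IL-6 stimulation, 37 °C; Benchmarks: IL-6-only high control; Also added: IL-6 stimulus at 33 ng/mL final.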
# STAT1 blocker: inhibitors of IFN-gamma induced STAT1 signaling; inhibition, % at 5.5 µM; actives 0.35% (n = 200,000); NIH 3T3 STAT1-luciferase reporter, luminescence;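 active = inhibition above a set limit, the mean inhibition across all tested compounds plus 3 SD, cut at about 34% in these data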;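 note: 0% = IFN-gamma with DMSO and 100% = IFN-gamma with 300 µM nifuroxazide; values of inactives mirror those of a sister screen read the other way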
# * = called active by the depositor; . = no result given.
SMILES,TLR4 MyD88 comp,Hsp70 activator,STAT3 inh,G6PDH CS,Diaphorase act,APP 5UTR inh,Diaph inh CS,STAT1 activator,STAT3 act,STAT1 blocker
CCc1cc2c(=O)[nH]c(-c3ccccn3)nc2s1,-5.4,-0.2,3.0,8.2,1,-33.7,-1.4,152.5*,96.3,-55.8
O=C(CCS(=O)(=O)c1ccccc1)NC12CC3CC(CC(C3)C1)C2,-5.1,0.3,-15.6,7.7,0.9,3.3,12.0,151.3*,112.9,-58.2
Cc1ccc(NC(=O)COc2cccnc2[N+](=O)[O-])cc1S(=O)(=O)N1CCCCC1,-1.1,-0.3,-1.1,-18.4,0.7,11.8,29.6,97.6,96.7,2.6
COc1cc(C(=O)O/N=C2\CCCc3c2ccc(OC)c3[N+](=O)[O-])cc(OC)c1OC,1.1,-0.1,12.7,16.4,0.8,-1.4,16.5,105.8,91.2,-6.5
Cc1ccc(-c2nc3ccccn3c2Nc2ccccc2)o1,-2.2,-0.1,6.9,-10.7,0.9,0.4,12.3,107.1,101.5,-7.8
O=C(COC(=O)c1ccc(CNS(=O)(=O)c2ccc(F)c(Cl)c2)cc1)NC1CCCCCCC1,4.8,-0.3,0.6,-6.7,0.8,-15.3,19.6,99.2,99.0,0.8
COc1ccc(CCNS(=O)(=O)c2cc(/C=C/C(=O)O)ccc2C)cc1OC,-3.6,0.3,11.6,1.5,1,-7.2,2.8,102.6,93.3,-4.8
CN(C(=O)c1ccc(OC2CCN(CCc3ccccc3)CC2)cc1)C1CCCCC1,-10.0,-0.2,5.5,11.5,.,-1.5,.,94.4,100.2,5.9
C=CCOc1ccccc1/C=N/NC(=O)c1ccc(Cl)cc1Cl,-10.4,-0.3,-6.3,-2.5,0.8,12.7,24.9,98.6,107.6,1.6
Clc1ccccc1OCc1nc(-c2ccc(Br)o2)no1,-2.9,0.3,-33.0,1.5,0.7,-11.5,26.1,122.8,136.7*,-25.2
CN1CCN(C(=O)Cn2c(C(F)(F)F)nc3ccccc32)CC1,6.0,0.3,4.3,-2.7,0.9,-18.6,6.4,103.0,97.7,-3.3
O=C(c1ccccc1)N(CCN1CCOCC1)C1(C(=O)Nc2ccccc2)CCCCC1,-4.9,-0.2,8.9,4.9,0.8,-10.7,16.7,100.5,97.8,-1.7
COc1ccc(NC(=O)Cn2nnc(C(=O)Nc3ccccc3C)c2N)cc1,3.4,-0.4,11.9,1.1,1,-0.9,3.6,103.0,93.0,-4.5
COc1ccc(N2CCN(C(=S)NCCc3ccccc3)CC2)cc1,-17.8,-0.2,1.3,.,.,12.7,.,95.7,103.0,4.6
CCN1CCN(C(=O)/C=C\C(=O)O)CC1,-16.7,-0.2,-2.9,-0.5,1.1,-2.5,-9.1,100.4,99.8,-0.5
O=C(COc1cccnc1[N+](=O)[O-])Nc1cccc(S(=O)(=O)N2CCCCC2)c1,1.0,-0.2,-7.9,-7.7,0.8,-9.6,24.0,98.0,102.2,2.1
COc1ccc(NC(=O)C2CCN(Cc3cnn(-c4ccccc4)c3-n3cccc3)CC2)cc1OC,-0.8,-0.3,9.7,5.6,1,10.9,-4.1,100.1,92.0,5.8
N#Cc1c2n(c3c(=O)[nH]cnc13)CCCC2,2.6,-0.3,9.5,2.3,1.1,-16.8,-5.6,92.1,99.4,8.7
O=C(NCCCn1ccnc1)c1cccc(S(=O)(=O)NCc2ccccc2)c1,5.2,0.1,2.4,2.1,1,-15.4,4.8,101.6,99.7,-3.2
COc1cc(/C=N/NC(=O)CCn2c3ccccc3c3ccccc32)ccc1O,-20.1,-0.2,12.5,-57.6,0.7,-5.4,31.1,74.5,94.8,28.3
Cc1cccnc1NC(=O)/C=C/c1ccc2c(c1)OCO2,3.6,-0.1,-21.1,9.1,1,-73.0,-4.1,127.7,117.8,-30.5
O=c1cc(-c2ccc(O)cc2)oc2cc(O)c(C3OC(CO)C(O)C(O)C3O)c(O)c12 (centres undefined),-8.1,-0.3,.,19.0,0.8,-19.7,21.2,111.3,.,-13.7
O=C(Cn1c(=O)sc2ccccc21)Nc1ccccc1,-0.8,0.1,2.5,2.0,0.9,.,10.7,95.7,98.0,2.4
COC(=O)Cn1nc(-c2ccc(C)c(S(=O)(=O)N(C)C)c2)c2ccccc2c1=O,-4.7,-0.6,2.2,3.7,0.9,1.3,14.3,97.8,103.0,2.5
O=C(CSc1nnc(Cc2ccccc2)o1)Nc1ccccc1,8.8,-0.3,-6.1,13.3,1,-7.4,4.2,104.7,107.3,-4.4
CN1N=C(C(=O)N2CCN(c3ccc([N+](=O)[O-])cc3)CC2)CCC1=O,-9.0,-0.3,14.5,0.8,0.8,7.4,21.1,86.8,87.7,14.8
O=C(/C=C\Nc1ccc2c(c1)OCO2)c1ccccn1,0.5,-0.4,103.1*,5.5,0.9,-120.5,11.3,20.6,10.7,86.8*
COc1ccc(S(=O)(=O)N2CCCCC2)cc1NC(=O)CSc1ncnc2ccccc12,-10.2,-0.4,-20.8,-24.1,0.8,-14.0,21.0,96.8,117.5,3.5
CCCn1nc2ccccc2c1P(=N)(N1CCOCC1)N1CCOCC1,-9.8,-0.4,6.6,0.1,0.9,1.2,13.7,101.2,100.8,-1.3
O=C(c1cccc(Cl)c1)N1CCN(Cc2c[nH]c3ccccc23)CC1,-5.3,-0.3,-35.1,9.4,0.8,-4.9,17.7,97.4,132.1,1.1
Cc1ccc(SCCNC(=O)c2ccc(C)c(S(=O)(=O)Nc3ccccc3C)c2)cc1,1.0,-0.3,3.6,2.9,0.8,6.9,20.3,102.6,101.0,-2.9
Cn1c(C(=O)N2CCCC(C(=O)NCCc3ccccc3)C2)cc2sccc21 (centres undefined),-3.4,-0.4,-0.7,7.0,1,-14.0,-3.5,108.4,103.9,-9.2
Cc1ccc(NC(=O)CSc2nnc(NC(=O)c3ccc(S(=O)(=O)N4CCOCC4)cc3)s2)cc1,-15.9,-0.2,11.0,4.1,0.9,2.3,5.1,92.8,89.0,8.1
Cn1nc(-c2ccccc2)c2cc(C(=O)O)sc21,-4.2,-0.3,8.3,3.1,0.9,16.6,9.6,101.8,100.0,-1.7
Fc1ccc(/C=N/NC(=S)Nc2cccnc2)cc1F,4.5,-0.2,5.5,-0.3,1.2,-2.8,-15.8,100.9,100.1,-3.3
CC(C)CNC(=O)CO/N=C/c1ccccc1Cl,-20.7,-0.5,17.7,5.7,0.8,11.4,15.1,100.8,91.0,-1.2
Cn1c(SCC(=O)c2ccc(F)cc2)nnc1-c1cnccn1,-22.4,0.1,6.1,7.4,1,20.6,3.0,106.7,97.0,-7.3
CC(C)c1nnc(NC(=O)CCC(=O)N2CCN(Cc3ccccc3)CC2)s1,-6.8,-0.5,-5.9,4.6,0.9,3.4,13.8,98.7,107.1,1.4
CN(C)S(=O)(=O)c1ccc2c(c1)c(=O)c(C(=O)N1CCOCC1)cn2C,-1.7,-0.1,-1.3,7.4,0.9,6.2,9.6,103.3,105.5,-3.7
CCOc1cc(/C=C2\C(=O)N(CCc3ccc(OC)c(OC)c3)C(C)=C2C(=O)OC)ccc1O,-1.6,-0.5,6.4,1.0,0.7,25.5,30.0,99.6,97.5,0.5
O=C(NCc1ccco1)C1Cc2ccccc2CN1S(=O)(=O)c1ccccc1F (centres undefined),-13.1,0.0,13.9,.,.,-3.4,.,97.2,90.7,3.1
O=C(Nc1nnc(SCc2ccc(F)cc2)s1)c1ccc2ncsc2c1,-7.0,-0.3,0.0,1.0,0.9,.,9.0,116.9,100.3,-19.1
CSc1nc2ccc(Cl)cc2[nH]1,-7.4,-0.1,28.0,4.5,0.9,-10.8,5.8,95.0,79.1,6.8
CCCCn1nnnc1NCc1cc(OC)c(OC)cc1OC,8.8,0.0,12.9,-0.1,0.9,-11.9,9.6,100.6,93.5,-0.7
Cc1nonc1NC(=O)CSc1nc2ccccc2cc1C#N,-8.9,0.0,30.1,-7.8,0.8,-15.1,16.9,116.6,79.3,-20.1
Cc1cc(=O)[nH]c(SCC(=O)Nc2cccc3ccccc23)c1C#N,3.7,-0.2,12.2,13.3,0.8,-0.5,18.3,96.4,94.4,4.0
C=CCN1C(=O)C(CC(=O)O)SC1=Nc1ccc(N=Nc2ccccc2)cc1 (centres undefined),1.3,0.4,11.6,1.8,1,-2.0,-4.8,95.1,99.7,4.5
CCOc1ccc(NS(=O)(=O)c2ccc3[nH]c(=O)cc(C(=O)O)c3c2)cc1,3.7,0.2,11.9,4.9,0.9,-12.9,5.7,98.9,93.5,-0.3
Cc1ccc(NC(=O)COc2ccc(C(=O)NCCc3ccccc3)cc2)cc1,-0.8,0.5,0.6,.,.,1.5,.,93.0,103.8,7.6
CC(=O)c1c(C)oc2c1C(=O)c1ccccc1C2=O,10.8,-0.2,24.9,3.7,0.8,2.1,16.1,103.0,81.2,-3.3
CSCC[C@H](NC(=O)COc1ccc(Cl)cc1Cl)c1nc2ccccc2[nH]1,3.9,0.2,-4.5,15.5,0.8,-0.4,20.0,102.6,105.7,-2.9
O=C(CSc1nc2ccccc2c(=O)n1-c1ccccc1)N1CCCC1,-11.1,-0.1,9.3,-0.8,0.9,12.8,10.1,90.0,93.6,10.9
CC(NC(=O)COc1ccc(/C=N/NS(=O)(=O)c2ccccc2)cc1)c1ccccc1 (centres undefined),3.0,0.3,5.5,4.1,0.8,9.6,18.5,103.7,105.1,-4.1
CN(C)C(CNc1ncnc2sc3c(c12)CCCCC3)c1ccco1 (centres undefined),-2.8,-0.1,15.0,6.2,0.8,-7.5,16.9,96.4,89.0,2.9
CCOC(=O)N1CCN(C(=S)NC2CCCCC2)CC1,-11.2,-0.3,0.2,1.3,1,-21.0,1.9,100.6,96.3,-0.6
Cc1ccc(CSc2ncnc3c2cnn3-c2ccccc2)cc1,5.3,-0.3,-0.6,-13.9,0.9,-12.0,8.8,99.8,103.2,0.2

# Rewritten with values under each structure: entries from further up.
# Below each compound – TLR4 MyD88 comp | Hsp70 activator | STAT3 inh | G6PDH CS | Diaphorase act | APP 5UTR inh | Diaph inh CS | STAT1 activator | STAT3 act | STAT1 blocker
Cc1nonc1NC(=O)CSc1nc2ccccc2cc1C#N
→ -8.9 | 0.0 | 30.1 | -7.8 | 0.8 | -15.1 | 16.9 | 116.6 | 79.3 | -20.1
O=C(NCc1ccco1)C1Cc2ccccc2CN1S(=O)(=O)c1ccccc1F (centres undefined)
→ -13.1 | 0.0 | 13.9 | . | . | -3.4 | . | 97.2 | 90.7 | 3.1

# Bioassay records: PubChem, several laboratories
